Screening data deposited in PubChem BioAssay by NCI.
All columns: NCI-60 one-dose screen, growth in % after 48 h at 10 µM unless noted; 100 = growth as untreated, 0 = no growth, -100 = all killed.
RXF 393 = RXF 393 renal cancer cells | actives 6.9% (n = 77,000) | AID 1794773
CAKI-1 = CAKI-1 renal cancer; actives 4.7% (n = 75,000); AID 1794772
A498 = A498 renal cancer cells; AID 1794774; actives 5.4% (n = 76,000)
TK-10 = TK-10 renal cancer cells | actives 3.9% (n = 81,000) | AID 1794769
OVCAR-8 = OVCAR-8 ovarian cancer. actives 4.4% (n = 81,000). AID 1794782
ACHN = ACHN renal cancer | actives 4.9% (n = 81,000)
OVCAR-5 = OVCAR-5 ovarian cancer | actives 2.9% (n = 82,000) | AID 1794783
OVCAR-3 = OVCAR-3 ovarian cancer | actives 7% (n = 79,000) | AID 1794787
Active calls of the source: *; x = no result given. The calls were made as follows: active = growth percent below 10; inactive = the rest. Some of the compounds tested (hit frequency here may not be typical).

SMILES	RXF 393	CAKI-1	A498	TK-10	OVCAR-8	ACHN	OVCAR-5	OVCAR-3
O=C1/C(=C/c2ccc(-c3cccc(C(F)(F)F)c3)o2)SC(=S)N1CCCN1CCOCC1	95	95	98	109	96	104	101	100
O=C(NNc1ccccc1)c1ccccc1Cl	105	67	91	78	86	58	100	96
COc1ccc2c(c1)[n+]([O-])c(C(=O)/C=C/C=C(\Cl)c1cc(OC)c(OC)c(OC)c1)c(C)[n+]2[O-]	48	79	97	89	44	45	104	93
O=C(NCCCCCCNC(=O)NCc1ccco1)NCc1ccco1	115	98	105	102	100	105	103	116
NC(N)=NS(=O)(=O)c1ccc(Nc2ccc3nnc(-c4ccncc4)n3n2)cc1	106	106	95	112	97	101	100	110
CN(NC(=O)C(=O)NCc1ccco1)C(=O)Nc1ccc(Cl)cc1	133	106	106	126	104	102	125	113
C1CCC2C(C1)N1CN(C34CC5CC(CC(C5)C3)C4)CN3C4CCCC[C@@H]4N4CN(C56CC7CC(CC(C7)C5)C6)CN2C4C13 (stereo partly drawn)	108	89	111	104	107	99	99	111
N#Cc1c(/N=C\NNC(=O)c2ccc(Cl)cc2)oc(-c2ccccc2)c1-c1ccccc1	86	87	51	117	95	92	104	106
O=C1CCCc2cc(OCCCCNC3CCCCC3)ccc2N1	93	95	104	95	108	102	106	107
CCNC(=O)c1ccccc1S(C)=O (stereo not drawn)	119	102	105	94	107	109	104	115
Cc1cc(C)c(C(=O)c2ccccc2)c(C)c1	102	92	89	98	106	105	104	116
CN1C(=O)N(C)C2Nn3c(s/c(=C4\C(=O)N(CCc5ccccc5)c5ccccc54)c3=O)=NC21 (stereo not drawn)	64	49	70	70	81	59	75	40
O=C(/C=C/c1ccc(Oc2ccc(Br)cc2)cc1)c1ccc(Cl)cc1	104	92	80	97	94	105	113	94
Fc1ccc(NC(c2ccc(OC(F)F)c(OC3CC3)c2)c2nnnn2C2CCCCC2)cc1 (stereo not drawn)	80	x	75	80	83	75	88	77
CS(=O)(=O)c1nccc(-c2c(-c3ccc(F)c(OCc4ccc(F)cc4)c3)nc3sccn23)n1	84	82	77	105	92	91	97	x
COc1ccc(-c2nnc(CN3C=NC4C(N5CCOCC5)=NC=NC43)o2)cc1 (stereo not drawn)	110	84	x	119	104	100	99	105
O=C(NCCCl)Oc1ccc2ccccc2c1	108	100	103	102	108	103	111	107
CS(=O)(=O)c1ccc(-c2ccc3nc(N)n(-c4ccc(C(F)(F)F)cc4)c(=O)c3c2)cc1	79	115	91	93	94	102	113	105
COc1cc(Cn2cc3c(c2)-c2onc(CN4CCOCC4)c2CC3)cc(OC)c1OC	x	95	114	107	x	99	95	113
CC[C@@H](C(=O)[C@@H](C)[C@@H](O)[C@H](C)[C@@H]1O[C@@H]([C@@H](CC)C(=O)OCC(F)(F)F)CC[C@@H]1C)C1O[C@]2(C=CC(=O)[C@]3(CC[C@@](C)([C@H]4CC[C@](O)(CC)[C@H](C)O4)O3)O2)[C@H](C)C[C@@H]1C (stereo partly drawn)	82	47	88	91	78	79	109	65
CCCOC(=O)CC(O)C(=O)OCCC (stereo not drawn)	100	98	105	98	97	92	86	98
CCN(CC)CCN1CC(O)=C(c2nc(-c3ccc(Cl)cc3)cs2)C1=N	25	43	56	89	45	43	66	80
O=C(NCCO)c1ccc(O)cc1O	110	97	108	106	98	106	109	108
Nc1c(S(=O)(=O)O)cc2c(c1Cl)C(=O)c1ccccc1C2=O	106	x	114	133	99	98	99	105
Nc1ccc(S(=O)(=O)Nc2cnccn2)cc1	114	x	67	83	94	x	99	100
CCOC(=O)C(C#N)C1CCCC(C)CC1 (stereo not drawn)	109	92	107	98	102	99	109	115
CC(C)(C)CCC(Br)CBr (stereo not drawn)	115	96	112	103	99	104	98	104
Cc1cccc(C)c1NS(=O)(=O)c1ccc(N)cc1	121	x	88	78	91	x	103	107
O=C(c1ccccc1)c1c(/C=C/c2ccc(Cl)cc2)nc2ccccc2c1/C=C/c1ccc(Cl)cc1	100	87	90	110	102	99	101	98
CN1[C@@H]2CC[C@H]1/C(=C\c1ccccc1)C(=O)/C2=C/c1ccccc1	43	41	72	75	-9.6*	42	98	14
CCc1c(Cl)c(Cl)c(Cl)c(Cl)c1Cl	113	105	120	103	104	105	97	109
Cc1ccc(C(=O)Nc2ccc(CN3CCN(C)CC3)c(C(F)(F)F)c2)cc1	102	98	105	117	92	96	99	108
COc1ccc(/C=C(/C(=O)c2ccccc2)c2ccccc2)cc1	110	72	x	84	93	104	108	88
COc1cc(CCCO)c(OC)c2c1OCO2	105	92	101	109	105	104	104	113
O=C1c2ccccc2C(=O)c2c1cccc2-n1nnc2ccccc21	111	105	88	121	102	103	105	115
CC(C)CNC(=O)/C=C\C(=O)O	88	x	94	149	103	110	103	105
C=C1c2nc3ccccc3n2C=C(c2ccc(Cl)cc2)N1Cc1ccc(OC)cc1	78	86	90	138	91	90	72	85
O=c1[nH]c(N2CCOCC2)nc2scc(-c3ccccc3)c12	97	x	104	87	96	99	104	110
COc1cc(Nc2nc(NCCN)nc3cc[nH]c(=O)c23)cc(OC)c1	59	94	111	95	76	99	68	109
CC1(C)OCC(COC(c2ccccc2)(c2ccccc2)c2ccccc2)O1 (stereo not drawn)	116	89	57	88	98	98	98	102
Nn1c(Nc2ccc(S(=O)(=O)Nc3ncccn3)cc2)nnc(/C=C/c2c(O)ccc3ccccc23)c1=O	106	98	93	120	93	92	x	80
COC(=O)c1nc(-c2ccccc2)oc1S(=O)(=O)n1nc(-c2ccccc2)cc1N	103	x	108	114	76	19	94	68
COc1cc(-c2nc3ccccc3[nH]2)cc(CN2CCN(c3ccccc3)CC2)c1O	95	87	55	120	99	88	114	108
COc1cc(C)c(C(=O)Oc2cc(C)c(C(=O)O)c(O)c2C)c(OC)c1C	109	97	96	98	95	107	99	108
Nc1c(C(=O)Nc2ccccc2Cl)sc2nc3c(cc12)C(O)CCC3 (stereo not drawn)	20	50	18	46	32	57	81	16
Cc1[nH]c(C(=O)Nc2ccc(C(=O)NCCN)cc2OC(C)C)c(Cl)c1Cl	84	14	67	-22*	9.1*	41	89	-6.8*
O=C1CCC(Nc2cccc(Cl)c2)N1 (stereo not drawn)	103	86	102	93	102	98	103	108
CCn1c(Cc2ccccc2Nc2c(Cl)cccc2Cl)nnc1SCC(=O)NN1C(=O)/C(=C/c2cccc(OC)c2OC)SC1=S	112	94	103	108	99	97	99	108
CC1Cc2ccccc2O1 (stereo not drawn)	118	102	115	129	112	101	110	118
Cc1ccc(C(F)(F)F)cc1N1CCN(C(=O)[C@H]2C[C@H]2c2ccc(C(F)(F)F)nc2)CC1	93	69	95	96	90	92	86	93

13 successive records already listed, quoted:
SMILES	RXF 393	CAKI-1	A498	TK-10	OVCAR-8	ACHN	OVCAR-5	OVCAR-3
O=C1c2ccccc2C(=O)c2c1cccc2-n1nnc2ccccc21	111	105	88	121	102	103	105	115
CC(C)CNC(=O)/C=C\C(=O)O	88	x	94	149	103	110	103	105
C=C1c2nc3ccccc3n2C=C(c2ccc(Cl)cc2)N1Cc1ccc(OC)cc1	78	86	90	138	91	90	72	85
O=c1[nH]c(N2CCOCC2)nc2scc(-c3ccccc3)c12	97	x	104	87	96	99	104	110
COc1cc(Nc2nc(NCCN)nc3cc[nH]c(=O)c23)cc(OC)c1	59	94	111	95	76	99	68	109
CC1(C)OCC(COC(c2ccccc2)(c2ccccc2)c2ccccc2)O1 (stereo not drawn)	116	89	57	88	98	98	98	102
Nn1c(Nc2ccc(S(=O)(=O)Nc3ncccn3)cc2)nnc(/C=C/c2c(O)ccc3ccccc23)c1=O	106	98	93	120	93	92	x	80
COC(=O)c1nc(-c2ccccc2)oc1S(=O)(=O)n1nc(-c2ccccc2)cc1N	103	x	108	114	76	19	94	68
COc1cc(-c2nc3ccccc3[nH]2)cc(CN2CCN(c3ccccc3)CC2)c1O	95	87	55	120	99	88	114	108
COc1cc(C)c(C(=O)Oc2cc(C)c(C(=O)O)c(O)c2C)c(OC)c1C	109	97	96	98	95	107	99	108
Nc1c(C(=O)Nc2ccccc2Cl)sc2nc3c(cc12)C(O)CCC3 (stereo not drawn)	20	50	18	46	32	57	81	16
Cc1[nH]c(C(=O)Nc2ccc(C(=O)NCCN)cc2OC(C)C)c(Cl)c1Cl	84	14	67	-22*	9.1*	41	89	-6.8*
O=C1CCC(Nc2cccc(Cl)c2)N1 (stereo not drawn)	103	86	102	93	102	98	103	108

The list continues:
SMILES	RXF 393	CAKI-1	A498	TK-10	OVCAR-8	ACHN	OVCAR-5	OVCAR-3
Nn1c(SCC(=O)Nc2ccc([N+](=O)[O-])cc2)nnc1-c1ccc(NC(=O)c2cccnc2)cc1	120	97	101	103	105	105	107	111
CCOC(=O)C1=CSC2=NC3=C(CCC/C3=C\c3ccc(OC)cc3)C(c3ccc(OC)cc3)N12 (stereo not drawn)	91	96	95	112	96	100	94	109
Cc1cc(=O)n(C(=O)Nc2ccc(F)c(Cl)c2)c2cc(O)ccc12	116	89	79	111	92	100	94	105
CCOC(=O)C1(NC(=O)C(CO)NC(C)=O)CCCC1 (stereo not drawn)	98	68	100	99	99	97	85	112
COc1ccc(Nc2nn3c(-c4ccccc4)cc(-c4ccccc4)nc3c2C(=O)Nc2ccc(C)cc2)c(OC)c1	114	97	109	101	103	93	88	110
Cc1ccnc(NS(=O)(=O)c2ccc(Nc3ccnc(SCC(=O)c4ccc(F)cc4)n3)cc2)n1	104	95	112	114	96	103	110	109
Cc1ccc(NC(=O)C2CCC(CN3CCN(C)CC3)CC2)cc1Nc1nccc(-c2cccnc2)n1 (stereo not drawn)	96	96	90	121	111	95	92	103
CCOC(=O)C1=C(C)n2nc(CC#N)c(C#N)c2NC1c1ccc(N(C)C)cc1 (stereo not drawn)	102	x	101	118	110	92	83	86
COC(=O)c1ccc(N)cc1C(=O)OC	112	99	103	101	98	107	111	107
COc1cc(/C=C/C(=O)c2cccc(-n3cc(-c4ccccc4)[nH]c3=O)c2)ccc1O	20	46	116	82	x	34	61	6.1*
COc1ccc(-n2c(C)nc3c(c(C)nn3-c3ccccc3)c2=O)cc1	20	34	-28*	55	6.6*	29	31	-33*
C/C(=N\Nc1nc(-c2ccc(Cl)cc2)cs1)c1nnn(-c2ccc(S(N)(=O)=O)cc2)c1C	109	97	96	70	29	108	104	108
CCCCCCCCCCCCCCCCCCC1=C(O)C(=O)C=C(OC)C1=O	87	93	103	89	83	103	97	96
COc1cccc(-c2nc3sccn3c2-c2ccnc(NCCNS(=O)(=O)c3ccccc3)c2)c1	47	9.1*	44	56	14	10	45	42
O=C(Cn1c(=O)[nH]c2ccccc2c1=O)NCc1ccccc1	110	95	109	108	104	108	108	118
CCCCCCCCCCCCOB(OCCCCCCCCCCCC)OCCCCCCCCCCCC	114	104	112	101	101	109	110	74
CCOC(=O)C1=C(N)N(c2ccc(Cl)cc2)C2=C(C(=O)CC(C)(C)C2)C1c1ccccc1Cl (stereo not drawn)	90	58	117	57	71	61	106	56
Clc1cc(Cl)c2c(c1)C=C1CCCC3=Cc4cc(Cl)cc(Cl)c4OC13O2	107	98	90	112	89	96	109	82
COc1cc(N=Nc2cc(S(=O)(=O)O)cc3cc(S(=O)(=O)O)cc(O)c23)c(C)cc1N=Nc1c(S(=O)(=O)O)cc2cc(Nc3ccccc3)ccc2c1O	129	x	108	91	106	108	111	97
COc1cc(/C=C/C(=O)c2cccc(B(O)O)c2)cc(OC)c1	93	74	90	103	77	80	91	104
CCOC(=O)CC1(C)NC(C(=O)O)C(C)(C)S1 (stereo not drawn)	109	104	75	107	99	107	105	99
CCOC(=O)CC1CSC(c2ccc(O)cc2)=N1 (stereo not drawn)	119	98	102	88	101	105	109	107
Oc1ccc(CCn2c(O)c(/C=C3\C=Nc4ccccc43)sc2=S)cc1	96	69	86	91	60	39	101	78
CC(=O)N1N=C(c2nc3ccccc3[nH]2)CC1c1cc(-c2cc3ccccc3o2)n(-c2ccccc2)n1 (stereo not drawn)	97	92	95	85	104	101	94	112
CC(=O)Nc1ccc2c(c1)/C(=C/C=C/c1ccc(N(C)C)cc1)c1ccccc1-2	120	78	99	85	84	82	86	109
Fc1ccc(Nc2nnc(-c3cc(F)c(F)c(F)c3)o2)cc1Cl	121	88	139	135	105	106	123	116
CCN(CC)CC#CCOC(=O)C(O)(c1ccccc1)C1CCCCC1 (stereo not drawn)	95	69	104	96	91	92	111	100
COc1ccccc1CCC(=O)O	133	x	81	87	101	108	99	112
COc1ccc(-c2nc(-c3ccccc3)c(-c3ccccc3)n2-c2ccc(C(=O)O)cc2)cc1	106	97	74	90	94	108	100	106
ClB(Cl)c1ccccc1	96	96	98	105	102	87	88	112
O=[N+]([O-])c1cc(I)c(Br)c(I)c1	101	x	95	104	98	x	101	102
COc1ccc(C(=O)Nc2ncc(Cc3ccc(Cl)cc3)s2)cc1	3.4*	18	-18*	59	26	26	30	-16*
Cc1cccc2nc(-c3c(F)cccc3F)n(Cc3c(F)cccc3F)c12	113	78	88	86	105	94	90	93
COc1ccc2[nH]c(-c3ccc(Cl)cc3)cc(=O)c2c1	111	x	93	93	103	103	98	106
Cc1ccccc1-n1c(C)nc2c(c(C)nn2-c2ccccc2)c1=O	93	77	51	148	92	84	96	92
CCC(C)(C)C(=O)O[C@H]1C[C@@H](C)C=C2C=C[C@H](C)[C@H](CCC3CC3CC(=O)OC)C21 (stereo partly drawn)	95	65	95	102	95	91	91	97
COc1ccc(-c2c3c(cn2Cc2cccc(OC)c2)-c2oncc2CCC3)cc1	111	76	97	106	98	102	108	x
COc1ccc(-c2ccnc3c(-c4ccccc4)c(Nc4ccccc4)nn23)cc1	80	92	77	x	86	98	93	131
COc1cc(Cl)c(Cl)cc1Cl	105	107	98	101	109	120	103	101
